Screening data: PubChem BioAssay, The Scripps Research Institute Molecular Screening Center
MITF inh – human MITF inhibition, primary screen; AlphaScreen MITF homodimerization, bead proximity signal; O75030; hit rate 0.91% among 650,000; inhibition, % at 2.6 µM; in the data active = inhibition above about 50%;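 note: 0% = vehicle wells with protein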
FBW7 activator – human FBW7 E3 ligase activation, primary screen; hit rate 0.13% among 650,000; Q969H0; AlphaScreen FBW7–phospho-cyclin E peptide binding, activator screen; normalized activity (activation), % at 26.1 µM; in the data active = normalized activity above about 1.9%;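 note: purified mutant Fbw7 with reduced substrate affinity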
Target sequence (Q969H0 whole entry, looked up): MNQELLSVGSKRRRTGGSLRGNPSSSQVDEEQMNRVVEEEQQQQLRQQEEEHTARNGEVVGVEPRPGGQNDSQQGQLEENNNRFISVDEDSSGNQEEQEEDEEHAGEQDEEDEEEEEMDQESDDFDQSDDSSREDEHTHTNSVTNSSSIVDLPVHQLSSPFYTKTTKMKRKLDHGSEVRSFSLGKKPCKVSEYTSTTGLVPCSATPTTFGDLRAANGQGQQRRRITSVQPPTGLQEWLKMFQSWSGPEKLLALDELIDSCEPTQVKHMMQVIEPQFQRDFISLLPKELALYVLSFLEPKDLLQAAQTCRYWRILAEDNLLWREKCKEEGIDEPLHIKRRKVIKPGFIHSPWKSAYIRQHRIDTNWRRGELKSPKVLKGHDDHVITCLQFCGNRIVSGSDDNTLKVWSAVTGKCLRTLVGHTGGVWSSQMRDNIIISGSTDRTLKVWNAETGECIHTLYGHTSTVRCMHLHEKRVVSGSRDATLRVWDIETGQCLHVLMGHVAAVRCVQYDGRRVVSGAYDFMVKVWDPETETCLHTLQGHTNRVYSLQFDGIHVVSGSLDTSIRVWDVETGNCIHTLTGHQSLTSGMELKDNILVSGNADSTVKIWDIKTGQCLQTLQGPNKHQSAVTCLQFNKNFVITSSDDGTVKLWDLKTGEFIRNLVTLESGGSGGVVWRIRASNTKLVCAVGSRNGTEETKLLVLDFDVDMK
TEAD-YAP block – TEAD-YAP interaction inhibition. HEK-TIYL cells, TEAD-Gal4/YAP UAS-luciferase luminescence. inhibition, % at 9.12 µM. hit rate 1.4% among 640,000. AID 1259422; in the data active = inhibition above about 32%;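 note: 0% = median of test compound wells and 100% = reference inhibitor wells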
GPR151 ag – activators of human GPR151; activation, % at 11.2 µM; PathHunter beta-arrestin GPR151 cells, luminescence; hit rate 1% among 650,000; in the data active = activation above about 4.9%;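 note: 0% = median of compound wells and 100% = cells with positive control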
Target sequence (Q8TDV0 whole entry, looked up): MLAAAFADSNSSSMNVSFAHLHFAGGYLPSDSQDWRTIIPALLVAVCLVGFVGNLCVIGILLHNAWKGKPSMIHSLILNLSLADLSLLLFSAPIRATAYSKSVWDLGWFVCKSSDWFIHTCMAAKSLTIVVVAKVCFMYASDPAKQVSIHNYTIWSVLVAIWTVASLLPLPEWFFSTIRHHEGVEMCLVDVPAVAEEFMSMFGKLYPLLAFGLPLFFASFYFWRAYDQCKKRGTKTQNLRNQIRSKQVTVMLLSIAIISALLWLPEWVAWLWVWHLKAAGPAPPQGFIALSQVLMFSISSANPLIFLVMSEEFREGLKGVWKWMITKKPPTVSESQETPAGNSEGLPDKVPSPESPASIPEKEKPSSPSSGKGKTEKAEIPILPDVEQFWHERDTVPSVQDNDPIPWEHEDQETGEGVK
An asterisk follows results filed as active; x = no result given; & = joins results of further samples.

nr	structure	MITF inh	FBW7 activator	TEAD-YAP block	GPR151 ag
1	Cc1ccc(Nc2nc(-c3ccc([N+](=O)[O-])cc3)nc3ccccc23)c(C)c1	21.9	1.2	-5.5	-1.3
2	COc1cccc(C(=O)Nc2nc(-c3ccc(Cl)s3)cs2)c1OC	-0.3	0.0	-9.7	-1.9
3	COc1ccccc1NC(=O)CSc1nnc(Cc2ccccc2)n1-n1cccc1	-7.9	-0.2	-5.6	1.0
4	CCN(CC)CCC(=O)c1ccc(OC(C)=O)cc1	2.4	0.5	9.3	-0.8
5	CC(=O)N1CCN(C(=S)Nc2ccc(F)cc2)CC1	-6.3	-0.1	-5.4	-0.6
6	COc1ccc2oc(=Nc3ccc(C(=O)O)cc3)c(C(=O)Nc3cc(Cl)ccc3OC)cc2c1	40.2	-0.1	-3.9	-0.9
7	O=C(c1ccccc1Cl)N(Cc1ccccc1)c1ccccn1	-14.6	0.1	7.2	-1.3
8	COC(=O)CNc1cccc(C(=O)O)c1	21.6	0.4	-7.4	-0.7
9	Cc1cc(O)cc(O)c1C(=O)O	-10.5	0.0	-1.7	2.1
10	N/C(Cc1ccc(Cl)cc1)=N\OC(=O)CCc1ccccc1	15.6	0.5	8.2	2.9
11	CCCSCCCNC(=O)CN1C(=O)CCSc2ccccc21	-13.9	0.0	6.3	0.3
12	COC(=O)C1CC(=O)N(C)C12CCN(Cc1cccs1)CC2 (stereo unspecified)	-8.8	0.0	-0.5	-1.2
13	CC(=O)c1cccc(NC(=O)c2nn(C34CC5CC(CC(C5)C3)C4)cc2[N+](=O)[O-])c1	12.7	-0.1	5.7	1.2
14	O=C1[C@@H]2CCCN2C(=O)[C@H]2CN(Cc3cnn(-c4ccccc4Cl)c3)CCN12	2.5	-0.1	-2.1	0.2
15	CCOCCn1c(=NC(=O)c2cccc(OC)c2OC)sc2ccccc21	10.6	0.0	74.2*	-4.6
16	Cc1ccccc1NC(=O)COc1ccc(Br)cc1C=O	10.1	-0.1	44.8*	0.0
17	O=C(NCCc1ccc(O)cc1)c1cnc(Nc2ccncn2)s1	5.1	-0.1	16.8	1.5
18	CCC(C)(C(=O)NC1CCCC1)N(C(=O)c1cnccn1)c1ccccc1 (stereo unspecified)	7.3	0.2	-1.1	-1.1
19	CC(C)CC1=NN2C(=N)/C(=C/c3ccc(OCCOc4ccccc4Cl)cc3)C(=O)N=C2S1	8.2	0.1	1.8	0.8
20	CCCCC(=O)N1c2ccccc2NC2=C(C(=O)CCC2)C1c1ccccc1 (stereo unspecified)	16.8	-0.1	-0.6	-0.7
21	Cc1ccc(-c2nnn(CC(=O)NC3CC3)n2)o1	-8.5	0.1	-7.9	-1.4
22	N#C/C(=C(/O)CSc1ccccn1)c1nc2ccccc2s1	-6.0	0.0	-10.0	-1.4
23	CCC(C)NC(=O)CSCc1nc(-c2cccc(C)c2)oc1C (stereo unspecified)	-7.5	-0.1	-6.5	-0.4
24	CC(C)(C)c1ccc(C(=O)Nc2ccccc2C(N)=O)cc1	16.9	2.1*	56.4*	-4.0
25	CCOc1ccccc1-n1c(=S)sc2c(=O)n(-c3ccccc3)c(SCC(=O)NCC3CCCO3)nc21 (stereo unspecified)	14.4	0.2	1.4	-0.7
26	O=C(CSCc1ccc(Cl)cc1)Nc1ccc(Cl)cc1C(=O)O	5.7	0.0	6.0	-0.3
27	CCOc1cc2[nH]c(=O)n(CCCC(=O)NC3CCCCC3)c(=O)c2cc1OCC	8.2	0.0	-7.0	1.2
28	CCOc1ccccc1NC(=O)Nc1ccc(NS(=O)(=O)c2ccc(C)cc2)cc1	1.1	-0.2	2.9	1.6
29	O=[N+]([O-])c1ccc(N2CCNCC2)cc1Sc1cccc2cccnc12	20.3	0.1	-5.4	0.0
30	Cc1ccc(N(CC(=O)Nc2cccc(C)c2)S(=O)(=O)c2cccc3nonc23)cc1	9.7	-0.1	11.8	-0.4
31	CCOC(=O)C1=C(C)N=c2s/c(=C\c3ccc(OC)c(Br)c3)c(=O)n2C1c1ccccc1 (stereo unspecified)	-1.2	-0.1	0.2	-0.7
32	CCOc1cccc(/C=N/n2c(-c3ccc(OC)cc3)n[nH]c2=S)c1O	-3.6&-3.2	-0.1&0.0	-13.9&2.6	0.5&-0.3
33	CC(Cc1ccc(O)c(O)c1)C(C)Cc1ccc(O)c(O)c1 (stereo unspecified)	-3.8	x	x	-1.7
34	O=C(Nc1ccc(Cl)cc1)c1cc(S(=O)(=O)NCc2ccccc2)ccc1Cl	-8.0	0.0	4.5	-1.1
35	O=C1c2ccccc2C(=O)N1CNc1ccc(Cl)cc1Cl	-4.1	0.0	-2.7	1.6
36	Cc1ccc(C2CC(c3ccccc3Cl)Nc3nc(N)nn32)cc1 (stereo unspecified)	8.2	-0.2	-15.9	-0.2
37	COCC(=O)N(c1cccc(Cl)c1)C1C=CS(=O)(=O)C1 (stereo unspecified)	9.3	0.0	1.1	-1.1
38	Cc1ccnc(NC(=O)c2ccc(S(=O)(=O)c3ccccc3)cc2)c1	13.2	0.6	11.7	4.0
39	O=C1C2C3C=CC(C2C(=O)N1Cc1cccnc1)C1C(=O)N(Cc2cccnc2)C(=O)C31 (stereo unspecified)	2.6	0.1	1.3	0.9
40	O=C(CCl)NC(C1CCCCC1=O)C(Cl)(Cl)Cl (stereo unspecified)	-17.3	0.2	41.7*	-0.2
41	O=c1cc(-c2c(O)c3ccccc3n(Cc3ccccc3)c2=O)[nH][nH]1	-5.7	-0.1	7.3	2.8
42	O=[n+]1c2c(n([O-])c3cc(F)c(F)cc31)CCCC2	33.3	0.7	1.5	-1.5
43	CCCCSc1nnc2c(n1)OC(/C=C/c1cccs1)Nc1ccccc1-2 (stereo unspecified)	-4.3	-0.2	-13.7	0.3
44	COc1ccc(C(=O)Nc2sc3c(c2C#N)CC(C)CC3)cc1 (stereo unspecified)	14.0	0.3	-20.4	0.1
45	Cc1cc(-c2cncnc2C2CCN(S(=O)(=O)c3ccc4c(c3)OCCO4)CC2)on1	11.2	0.2	11.7	1.3
46	Nc1ccccc1NC(=O)c1ccccc1Cl	10.6	0.8	-21.3	0.2
47	CCCC(=O)Nc1ccc(Cl)c(NC(=S)NC(C)=O)c1	1.3	0.0	1.4	1.4
48	COc1cc(OC)cc(C(=O)NCc2nnc(SCC(=O)N3N=C(c4cccs4)CC3c3ccc(C)cc3)n2Cc2ccccc2)c1 (stereo unspecified)	-6.5	-0.2	10.9	2.1
49	Nc1ccc(C(=O)CC2(O)C(=O)Nc3ccc(Cl)cc32)cc1 (stereo unspecified)	6.0	0.0	-0.2	-0.1
50	Cc1nnc(N/N=C/c2ccccc2)[nH]c1=O	-7.2	-0.2	-4.4	0.3
51	COc1cccc(-c2cc(C(=O)Nc3ccccc3SC)no2)c1	-0.4	0.0	-8.9	1.1
52	COc1cccc(/C=N\NC(=O)COc2c(C)cccc2C)c1OC	-1.7	0.0	-10.6	3.0
53	CNCCCCOc1ccccc1-c1ccccc1	26.5	0.0	8.1	0.3
54	COc1ccc(C(=O)N2CCN(C(=O)c3ccco3)CC2)nn1	-4.3	-0.1	-5.6	0.2
55	Cc1ccc(C)c2c1-c1ccccc1S(=O)(=O)N2S(=O)(=O)c1ccc2ccccc2c1	-14.5	0.0	-3.6	-0.6
56	Cc1ccc(/C=N\NC(=O)C2COc3cc4ccccc4cc3O2)c(O)c1 (stereo unspecified)	-37.5	0.0	5.5	1.0
57	Cc1ccc(C2=Nc3ccccc3N=C(c3cccc([N+](=O)[O-])c3)C2)c(O)c1	12.6	-0.1	-3.1	1.6
58	COc1cc(/C=N/N=C(N)N)ccc1OCc1ccccc1Cl	0.6	-0.3	3.1	-0.1
59	C[C@@H](O)[C@@H]1NC(=O)[C@H]2CN(C(=O)c3cccc(F)c3F)CCN2C1=O	-2.1	-0.2	-0.6	0.7
60	O=C(O)c1ccc(NNC(=S)NCCN2CCOCC2)cc1	-14.4	0.1	8.4	0.8

Complete entries as entered above.
Cc1ccc(/C=N\NC(=O)C2COc3cc4ccccc4cc3O2)c(O)c1 (stereo unspecified) across the screens: MITF inh = -37.5; FBW7 activator = 0.0; TEAD-YAP block = 5.5; GPR151 ag = 1.0
CC(Cc1ccc(O)c(O)c1)C(C)Cc1ccc(O)c(O)c1 (stereo unspecified) across the screens: MITF inh = -3.8; FBW7 activator = x; TEAD-YAP block = x; GPR151 ag = -1.7

Some of the entries above, reformatted:
Values run as follows: MITF inh	FBW7 activator	TEAD-YAP block	GPR151 ag
[32] CCOc1cccc(/C=N/n2c(-c3ccc(OC)cc3)n[nH]c2=S)c1O
 : -3.6&-3.2	-0.1&0.0	-13.9&2.6	0.5&-0.3
[41] O=c1cc(-c2c(O)c3ccccc3n(Cc3ccccc3)c2=O)[nH][nH]1
 : -5.7	-0.1	7.3	2.8
[38] Cc1ccnc(NC(=O)c2ccc(S(=O)(=O)c3ccccc3)cc2)c1
 : 13.2	0.6	11.7	4.0
[47] CCCC(=O)Nc1ccc(Cl)c(NC(=S)NC(C)=O)c1
 : 1.3	0.0	1.4	1.4

Next part
nr	structure	MITF inh	FBW7 activator	TEAD-YAP block	GPR151 ag
61	Clc1ccc(CCN2CCC(NCC3CC3)CC2)cc1	1.9	-0.4	-2.4	1.2
62	O=C(Nc1cccc2cccnc12)c1sc2ccccc2c1Cl	-0.7	0.0	7.4	-0.3
63	COc1cccc(-c2nc3ccccc3c(=O)n2NC(=O)c2c(F)cccc2F)c1	9.3	0.1	-3.8	0.1
64	O=C(Nc1ncccn1)c1sc2ccccc2c1Cl	-1.7	0.4	-4.0	-1.0
65	Cc1nc(N)sc1N=Nc1ccc(S(=O)(=O)N2CCOCC2)cc1	3.9	-0.1	-6.3	-1.8
66	COc1cc(OC)nc(Oc2cccnc2/C=N/NC(=O)Nc2ccccc2OC)n1	1.3	-0.1	-4.3	-1.7
67	COc1ccc2c(c1)C[C@H](C(=O)Nc1ccc(-c3cn[nH]c3)cc1OCCCO)CO2	-11.9	0.1	-6.5	-0.2
68	CCCCN(CC)S(=O)(=O)c1ccc(F)c(C(=O)Nc2ccc(C)c(F)c2)c1	16.8	1.0	4.9	-2.1
69	O=C(NCC1CCCCN1)c1cc(OCC(F)(F)F)ccc1OCC(F)(F)F (stereo unspecified)	13.6&-29.4&0.9&-5.9&1.2	0.1&0.1&-0.1&-0.1&0.0	0.2&-6.7	1.0&-2.2&1.3&0.3&0.5
70	OCCCNC(=S)Nc1ccc(Nc2ccccc2)cc1	-7.3	-0.1	-0.9	-1.2
71	CCOCc1nnc(NC(=O)c2cccc(F)c2)s1	8.1	0.2	-13.3	0.2
72	O=C(O)CSc1ncccc1-c1nc2ccccc2[nH]1	4.8	0.0	7.9	1.3
73	CN1C(=O)[C@H]2CN(C(=O)c3cccc4ccccc34)CCN2C(=O)[C@@H]1Cc1ccccc1	-17.3	-0.3	-6.2	1.3
74	CNC(=S)N1CCc2cc(OC)c(OC)cc2C1COc1ccc(OC)cc1 (stereo unspecified)	-11.9	0.0	4.9	-0.9
75	C[N+](C)(C)c1cnc(=S)[nH]c1	5.2	0.0	-6.0	-0.1
76	CCCNC(=O)c1ccc(SCC(=O)N(CC)CC)c([N+](=O)[O-])c1	21.4	0.2	6.9	-0.9
77	CCCNCc1cc(OCC)c(OCC)cc1Cl	3.7	-0.1	12.3	1.5
78	CCOC(=O)c1c(/N=C/N(C)C)sc(C=O)c1-c1ccccc1Cl	4.7	0.1	-2.7	-0.2
79	CCC(C)(C(=O)NC1CCCCC1)N(Cc1ccco1)C(=O)c1cnccn1 (stereo unspecified)	-5.3	-0.1	-0.3	0.3
80	COCCNC(=O)c1ccc2nc(N3CCC(C)CC3)sc2c1	-5.6	-0.1	-31.7	0.0
81	c1ccc(Nc2cc(N3CCc4ccccc4C3)ncn2)cc1	19.9	-0.1	-42.4	0.2
82	CCOC(=O)c1nnn(CC(=O)Nc2c(Cl)cccc2Cl)c1C(=O)OCC	16.2	0.7	-2.8	-0.3
83	Cc1ccc(/C=C/C(=O)Nc2ccc(F)c(Cl)c2)o1	14.0	0.3	-50.3	3.5
84	CCOC(=O)c1sc2ncn(CC(=O)N3CCC(C)CC3)c(=O)c2c1C	-14.0	-0.1	-21.6	0.4
85	COc1ccc(C)cc1N(CC(=O)N1CCCC1)S(=O)(=O)c1ccccc1	-0.8	-0.1	-10.3	-0.4
86	Cc1nnc(SCC(=O)Nc2c(C(C)C)cccc2C(C)C)n(N)c1=O	5.5	0.2	-5.0	0.6
87	CCc1ccc(OCC(=O)NCCc2ccccc2)cc1	-6.8	0.0	-0.5	1.2
88	Cc1ccc(/C=C/C(=O)NCCCC(=O)N2CCC(N(C)C(C)C)CC2)cc1	7.6	-0.1	-10.2	2.4
89	CCOC(=O)C1=C(C)N=c2s/c(=C\c3ccc(-c4ccc(OC)cc4[N+](=O)[O-])o3)c(=O)n2C1c1ccc(C(C)C)cc1 (stereo unspecified)	-7.5	0.2	-2.8	-1.2
90	CCOC(=O)c1ccc(NC(=O)c2sc(NC(=O)C(C)C)c(C(=O)OC)c2C)cc1	-2.5	-0.2	7.0	-0.1
91	Cc1cc(NCCCN2CCCC2=O)nc(Nc2ccccn2)n1	17.2	0.1	-10.3	0.3
92	Cc1cccc(C(=O)Nc2nc3ccc([N+](=O)[O-])cc3s2)c1	0.3	0.0	-17.1	-0.6
93	Cc1cccc(N(CC(=O)NCC(C)C)S(=O)(=O)c2ccccc2)c1C	6.3	0.1	3.3	-0.6
94	CN(C)c1ccc(N2C(=O)/C(=C/c3ccc([N+](=O)[O-])cc3)C=C2c2ccccc2)cc1	-2.2	-0.2	-7.2	1.8
95	CCOc1cc(/C=C2\C(=O)N(c3ccc4ccccc4c3)N=C2C)ccc1OCC(=O)O	16.6	0.1	-11.4	-1.5
96	CCSc1nnc(-c2c[nH]c3ccccc23)n1CCOC	7.3	0.0	2.5	1.0
97	COc1ccc(C(=O)Oc2ccc(/C=C/c3ccccn3)cc2)cc1	2.2	0.3	-30.7	-5.6
